Assay outcomes as filed in PubChem BioAssay.
GSH bead fluor – compound fluoresces at 488/530 nm on GSH beads. GSH beads flow cytometry, compound fluorescence 488/530 nm; stronger effect = higher value. fluorescence (KMESF) at 10 µM. actives 0.25% (n = 190,000). AID 1776; in the data active = fluorescence above about 89;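 also: glutathione beads carrying GST-tagged Bcl family fusion proteins plus one bare bead set; values are compound well signal with DMSO vehicle wells as background; inactives centre near 16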
HRas wt GTP bind – changes GTP binding to wildtype human HRas; GTP binding activity, % at 10 µM; AID 759; actives 0.14% (n = 190,000); GST-Ras wt beads, Bodipy-FL-GTP binding, flow cytometry; actives lie on both sides;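 active = GTP binding activity at least 20% away from the 100% baseline, either lowered as inhibitor or raised as activator; inconclusive = flagged as likely green fluorescent, judged across all proteins in the well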;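 also: 0% = unlabeled GTP competition control and 100% = no-compound control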
Target sequence (P01112 whole entry, looked up): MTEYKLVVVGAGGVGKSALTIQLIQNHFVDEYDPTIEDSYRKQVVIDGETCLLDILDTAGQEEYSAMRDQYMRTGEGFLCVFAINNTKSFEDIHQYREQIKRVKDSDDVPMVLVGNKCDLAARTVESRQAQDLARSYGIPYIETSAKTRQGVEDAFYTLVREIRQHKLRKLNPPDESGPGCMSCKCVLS
Rab7 wt modul – alters GTP binding to wildtype dog Rab7 | GST-Rab7 beads, fluorescent GTP binding, flow cytometry; actives lie on both sides; untreated = 100%, excess cold GTP = 0% | GTP binding activity (percent of control), % at 10 µM | actives 0.055% (n = 190,000);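 active = fluorescent GTP binding to Rab7 beads changed by at least 20 points from the 100% baseline, either direction, mostly lower; inconclusive = compound itself probably fluorescent, or too few beads counted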;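 also: median green fluorescence of bound Bodipy-FL-GTP per Rab7 bead population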
Rab2 wt GTP – changes GTP binding to wildtype dog Rab2A, up or down; actives 0.19% (n = 190,000); GTP binding activity, % at 10 µM; P61105; GST-Rab2 wt beads, Bodipy-GTP binding, flow cytometry;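 active = GTP binding activity at least 20 points away from 100%, either lowered or raised; inconclusive = signal likely due to the compound's own green fluorescence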;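 also: 0% = beads with excess unlabeled GTP and 100% = no-compound control corrected for plate trend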
ABCG2 block – blocks JC-1 efflux by human ABCG2 transporter | IgMXP3 cells, flow cytometry | Q9UNQ0 | inhibition, % at 6.6 µM | actives 0.1% (n = 190,000);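 active = inhibition above 80%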;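 also: 0% = DMSO and 100% = nicardipine control wells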
Target sequence (Q9UNQ0 whole entry, looked up): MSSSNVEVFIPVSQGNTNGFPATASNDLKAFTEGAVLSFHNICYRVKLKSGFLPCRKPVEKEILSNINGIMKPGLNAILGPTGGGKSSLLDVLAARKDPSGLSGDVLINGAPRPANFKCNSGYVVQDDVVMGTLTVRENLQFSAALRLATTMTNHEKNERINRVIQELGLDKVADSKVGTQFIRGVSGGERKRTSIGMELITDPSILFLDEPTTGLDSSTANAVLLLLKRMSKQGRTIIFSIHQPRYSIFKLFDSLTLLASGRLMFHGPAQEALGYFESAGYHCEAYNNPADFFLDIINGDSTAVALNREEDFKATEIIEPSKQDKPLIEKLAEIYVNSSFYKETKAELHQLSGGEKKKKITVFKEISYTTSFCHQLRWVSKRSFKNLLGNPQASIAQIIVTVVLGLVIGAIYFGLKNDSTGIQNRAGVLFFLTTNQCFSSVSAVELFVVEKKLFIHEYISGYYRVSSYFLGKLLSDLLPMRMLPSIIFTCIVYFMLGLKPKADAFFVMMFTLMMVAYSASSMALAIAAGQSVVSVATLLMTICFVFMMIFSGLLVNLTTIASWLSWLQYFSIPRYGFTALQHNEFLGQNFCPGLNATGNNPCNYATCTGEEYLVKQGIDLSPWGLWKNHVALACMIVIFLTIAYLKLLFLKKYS
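Test system: IgMXP3 cells (ABCG2) mixed with DDAO far-red-labelled CCRF-Adr cells (ABCB1). Reagent: JC-1 transporter substrate. Compound dosing: single test compound dose, 6.6 µM final. Times: 10 min compound exposure, 25 °C. Detection: flow cytometry of retained JC-1 fluorescence. Read-out basis: efflux inhibition in percent versus controls. Controls: nicardipine and DMSO wells.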
Rac1 mut GTP – alters GTP binding to activated mutant human Rac1; P63000; GST-Rac1 activated beads, fluorescent GTP binding, flow cytometry; actives lie on both sides; 100% means binding = to untreated wells; percent activity (GTP binding), % at 10 µM; actives 0.11% (n = 190,000); AID 764;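 active = GTP binding at least 20 percentage points away from the 100% baseline, in either direction, so actives lie on both sides; inconclusive = Compound likely fluorescent itself, or too few beads counted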
Rac1 wt GTP bind – human Rac1 wildtype GTP binding, inhibitors and activators; P63000; GST-Rac1 beads, fluorescent GTP binding, flow cytometry; actives lie on both sides; 0 = cold GTP competed, 100 = untreated; GTP binding activity (% of control), % at 10 µM; actives 0.27% (n = 190,000); AID 757;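 active = GTP binding activity at least 20 points away from the 100% control level, either lower or higher; inconclusive = compound flagged as likely green fluorescent, judged across all proteins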
Avidin fluor – compound fluoresces at 488/530 nm on avidin beads | compound fluorescence 488/530 nm, flow cytometry; stronger effect = higher value | fluorescence (KMESF) at 10 µM | actives 0.38% (n = 220,000) | AID 1775; in the data active = fluorescence above about 47; also: inactives centre near 10
ABCB1 block – blocks JC-1 efflux by human ABCB1 transporter; P08183; CCRF-Adr cells, flow cytometry; inhibition, % at 6.6 µM; actives 0.067% (n = 190,000); in the data active = inhibition above about 40%;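 also: 0% = vehicle and 100% = reference inhibitor; higher value means more JC-1 retained so stronger ABCB1 efflux block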
Pf gametocyte – kills late stage P. falciparum gametocytes | P. falciparum stage V gametocytes, ATP luminescence, 24 h | AID 743093 | actives 0.065% (n = 150,000) | inhibition, % at 10.9 µM;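 active = inhibition above the mean plus 3 SD of compounds within the control limits, set per campaign, cut at about 38% in these data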;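 also: 0% = DMSO wells and 100% = medium only without gametocytes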
Cdc42 wt – human Cdc42 wildtype GTP binding change, either direction; GST-Cdc42 beads, Bodipy-GTP binding, flow cytometry; actives lie on both sides; percent activity (GTP binding), % at 10 µM; actives 0.2% (n = 190,000); P60953;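 active = percent activity GTP binding at least 20 points away from the 100% baseline, either down as inhibitor or up as activator; inconclusive = compound flagged as likely green fluorescent from well-wide comparison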;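 also: median bead fluorescence of bound Bodipy-FL-GTP at 100 nM; 0% = excess unlabeled GTP control and 100% = no compound control; below 100% means less GTP binding so inhibitor and above means activator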
Target sequence (P60953 whole entry, looked up): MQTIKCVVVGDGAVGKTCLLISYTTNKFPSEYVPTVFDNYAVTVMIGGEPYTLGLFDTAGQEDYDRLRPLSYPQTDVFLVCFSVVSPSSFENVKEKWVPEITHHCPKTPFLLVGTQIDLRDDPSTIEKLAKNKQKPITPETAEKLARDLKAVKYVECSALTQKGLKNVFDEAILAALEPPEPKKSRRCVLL
Active calls of the source: *; ? = inconclusive; . = no result given; [ ] = remark or other dose.

SMILES	GSH bead fluor	HRas wt GTP bind	Rab7 wt modul	Rab2 wt GTP	ABCG2 block	Rac1 mut GTP	Rac1 wt GTP bind	Avidin fluor	ABCB1 block	Pf gametocyte	Cdc42 wt
CSc1nnc2c(n1)OC(C)=Nc1ccccc1-2	31	?	?	?	1	?	?	1	0.3	0	?
COc1ccc(OC)c(NC(=O)CSc2nnc(CNC(=O)COc3ccc(Cl)cc3)o2)c1	15	104	103	102	55	101	107	68*	0.8	-13	104
O=C1NC(c2ccccc2)(C(F)(F)F)C(=O)N1Cc1cccnc1 (stereo not given)	35	102	105	103	-3	99	108	14	-0.4	.	103
COC(=O)c1ccc(NC(=O)CNC(=O)C2CCCCC2)cc1	6	98	96	96	4	98	100	7	0.8	-28	101
CCc1ccc(N(CC(=O)NC2CCCCC2)S(=O)(=O)c2c(C)noc2C)cc1	14	100	97	98	5	98	103	23	1.2	.	102
CC1=C(C(=O)N2CCOCC2)C(c2c(F)cccc2F)NC(=O)N1 (stereo not given)	9	97	92	93	3	96	93	11	0.7	-8	92
O=Cc1ccccc1Oc1nc(N2CCOCC2)nc(N2CCOCC2)n1	13	96	103	96	9	95	97	11	1.0	-12	93
CCCCN=CC1=C(O)CC(c2ccccc2)CC1=O (stereo not given)	11	98	94	94	6	97	98	11	0.5	-4	95
O=C(CN1CCCCC1)Nc1cccc(Cl)c1Cl	27	102	104	100	27	100	105	11	0.7	4	103
COc1ccc(OC)c2c1sc(=NC(=O)C(C)(C)C)n2C	15	96	93	98	3	97	94	7	0.1	.	96
O=C(CN1CCN(c2ccccc2)CC1)Nc1ccc(-n2cnnn2)cc1	12	97	99	94	1	95	95	39	0.3	5	94
COC(=O)c1sc(NC(C)=O)c(C(=O)OC)c1C	27	99	95	99	34	101	99	11	0.9	.	99
c1ccc(OCCN2CCN(Cc3nc(-c4ccc5c(c4)OCO5)no3)CC2)cc1	17	96	106	96	1	95	96	6	-0.4	-11	94
CCCn1ncc(CN2CCN(CCc3ccccc3)C(CCO)C2)c1C (stereo not given)	16	97	98	97	3	96	97	11	0.7	23	100
COc1ccc(CCNC(=O)C2CC(=O)N(CCc3ccccc3)C2)cc1OC (stereo not given)	14	97	94	98	0	92	98	11	-0.3	-2	96
COc1ccccc1NC(=O)c1ccc(-n2cccn2)c([N+](=O)[O-])c1	18	96	97	93	7	93	99	9	0.5	21	97
CCn1c(SCC(=O)NCc2ccc3c(c2)OCO3)nnc1-c1ccncc1	22	94	95	97	0	95	98	10	-0.2	-10	97
COc1ccc(-n2c(=O)c3c4c(sc3n(CC(=O)Nc3cc(C)[nH]n3)c2=O)CCCC4)c(OC)c1	65	97	96	97	3	99	102	13	1.0	0	98
CCOP(=O)(OCC)C(NC(=O)c1ccc(OC)cc1)c1ccccc1 (stereo not given)	10	99	106	104	-1	95	99	5	-0.4	12	99
CCN=c1scc(-c2ccc3c(c2)NC(=O)CO3)n1N=C1CCCC1	27	?	?	?	4	?	?	4	0.4	.	?
O=C(NCCCN1CCOCC1)c1ccc(Cl)s1	16	103	103	102	0	102	105	5	0.0	.	106
OC1CCC(NC(=S)Nc2ccc(SC(F)F)cc2)CC1 (stereo not given)	9	100	98	101	8	97	101	13	0.1	-4	103
O=C(Nc1cc(Sc2nc3ccccc3s2)cc([N+](=O)[O-])c1)c1cccc(F)c1F	14	95	95	96	3	96	99	23	0.3	13	97
O=C(NNS(=O)(=O)c1ccc2ccccc2c1)C1CCN(Cc2ccccc2)CC1	28	104	97	104	0	101	103	14	0.1	-10	108
O=C(NCCCn1ccnc1)/C(=C/c1cccs1)NC(=O)c1ccco1	18	95	101	96	3	95	93	8	0.0	4	94
O=S(=O)(c1ccc(Cl)cc1)N1CCN(C(=S)Nc2ccccc2F)CC1	13	96	96	97	3	95	97	12	0.4	5	97
COc1nc(Oc2ccc(=O)n(C)n2)nc(N(C)C)n1	14	103	101	102	3	99	108	11	0.3	.	106
CCOC(=O)C1=C(C)NC(SCC(N)=O)=C(C#N)C1c1cccs1 (stereo not given)	30	102	94	104	10	100	101	10	1.8	.	101
Cc1cc(C)nc(N2C(=O)CC(C(=O)O)NC2=NCCc2c[nH]c3ccccc23)n1 (stereo not given)	14	97	98	97	0	97	94	30	-0.1	.	97
CCOC(=O)Cc1nc(-c2cccc(C(F)(F)F)c2)no1	9	98	96	98	1	97	99	10	0.3	19	98
O=C(Nc1ccc2c(c1)OCO2)NC1CCN(Cc2ccccc2)CC1	26	94	93	94	11	93	90	16	0.6	.	95
CN(C)C=NC(=O)c1cc(C(=O)c2ccccc2)c[nH]1	18	98	98	98	4	97	98	9	0.4	2	97
Brc1ccc(-c2nnc(-c3ccco3)o2)cc1	13	102	101	104	4	99	102	35	0.4	.	101
O=C(O)c1ncn(Cc2ccc(Br)cc2)c1C(=O)O	21	97	95	97	4	94	92	9	1.3	.	93
Cc1ccc(S(=O)(=O)c2c(C)cc(C)nc2Oc2cccc(C)c2C)cc1	20	99	94	98	10	94	99	8	2.6	-8	101
CC(C)(C)C1CCc2onc(C(=O)NCc3ccc(F)cc3)c2C1 (stereo not given)	21	105	99	104	5	100	106	13	1.2	.	103
O=C(Cc1cccs1)NCCN1CCOCC1	4	101	99	100	1	101	107	13	0.8	-22	104
CCOc1ccccc1NC(=O)N1CCCC(c2nc(-c3ccc(C)o3)no2)C1 (stereo not given)	13	96	104	100	6	94	98	8	0.9	.	97
CC(C)(C)c1cc(N)n2nc(C(C)(C)C)cc2n1	17	94	93	92	10	94	98	9	0.8	.	93
Cc1ccc(-n2c(C)cc(/C=N/NC(N)=S)c2C)cc1	9	101	96	101	8	103	105	14	0.4	-12	104
Cc1ccc(OCc2nc(-c3cccs3)no2)c([N+](=O)[O-])c1	11	95	100	94	18	92	94	19	1.1	8	91
Cc1cccc(C)c1NC(=O)c1ccc([N+](=O)[O-])s1	18	100	102	98	6	101	104	12	0.2	-1	100
Cc1ccc(S(=O)(=O)CC(=O)Nc2ccc(S(=O)(=O)Nc3ccccn3)cc2)cc1	21	96	97	96	2	95	96	6	0.4	5	95
N#Cc1c(NC(=O)CN2CCCCC2)sc2c1CCC2	24	100	98	100	15	100	107	12	0.5	1	102
Cc1cc[n+](CC2OCc3ccccc3CO2)cc1	25	97	98	96	1	96	100	13	0.3	.	97
O=C(CSc1nnc(COc2ccccc2)n1Cc1ccco1)Nc1ccc2c(c1)OCCO2	38	92	91	92	6	89	87	10	1.4	0	92
CCOC(=O)C1CCCN(C(=O)Cn2nc(CC)n3c(cc4sccc43)c2=O)C1 (stereo not given)	25	102	104	104	6	100	109	7	1.4	.	103
Cn1c(SCC(=O)C(C)(C)C)nnc1-c1ccncc1	76	103	96	103	0	101	100	7	0.2	.	103
COC(=O)c1ccccc1NC(=O)C1CC(=O)N(c2ccc(C)c(C)c2)C1 (stereo not given)	36	100	101	99	8	96	106	11	1.2	-2	101
CN(C(=O)CSc1nnc(Nc2ccccc2)s1)c1c(N)n(Cc2ccccc2)c(=O)[nH]c1=O	58	101	101	101	-1	99	102	4	0.0	-5	102
COc1nc(NCc2cccnc2)nc(OC)n1	33	93	90	91	9	90	90	12	0.7	.	96
N#Cc1c(N)sc(=S)c2c1CCN(Cc1ccccc1)C2	16	101	107	103	0	99	110	6	-0.1	.	102
Cc1ccc(SCCC(=O)NCc2ccncc2)cc1	16	99	98	97	-2	96	99	13	-2.6	-7	100
Cc1cc(C)cc(N(C(C)C(=O)NCc2ccc3c(c2)OCO3)S(C)(=O)=O)c1 (stereo not given)	19	103	108	105	2	99	107	10	0.4	29	102
Cc1ccccc1OCCn1cc(/C(N)=N/O)c2ccccc21	13	93	95	90	4	92	90	15	0.6	-21	89
Cc1ccc(-n2c(-c3ccncc3)n[nH]c2=S)c(C)c1	12	86	94	87	1	83	84	5	-0.2	-7	85
O=c1[nH]cnc2scc(-c3ccccc3)c12	41	100	97	100	7	100	102	4	1.2	.	98
CCCCOC(=O)c1ccc(N2C(=O)CC(N3CCN(C/C=C/c4ccccc4)CC3)C2=O)cc1 (stereo not given)	9	102	106	102	4	98	104	12	2.6	.	101
O=C1c2ccccc2NC(c2ccccc2)N1/N=C/c1ccccc1 (stereo not given)	60	101	98	101	1	101	99	14	0.0	-8	102
COc1ccc(-c2cc(-c3cccs3)c(C#N)c(SCC(=O)NCc3ccccc3)n2)cc1	9	101	98	100	3	99	102	15	1.1	-23	102
Next section:
SMILES	GSH bead fluor	HRas wt GTP bind	Rab7 wt modul	Rab2 wt GTP	ABCG2 block	Rac1 mut GTP	Rac1 wt GTP bind	Avidin fluor	ABCB1 block	Pf gametocyte	Cdc42 wt
COc1cc(OC)c(S(=O)(=O)NCc2ccco2)cc1S(=O)(=O)NCc1ccco1	27	95	96	96	0	93	95	9	0.0	.	95
Cc1cccc(C)c1NC(=O)C1(NC(=O)Cn2cccc([N+](=O)[O-])c2=O)CCCCC1	11	99	102	99	32	99	104	16	1.6	-9	102
CCOc1ccc(S(=O)(=O)N/N=C(\C)c2ccc(OC)cc2OC)cc1	13	95	98	97	1	94	97	7	-0.1	4	94
CCCn1c(SCC(=O)N2CCCCC2)nnc1C(C)C	12	100	98	99	1	98	108	8	0.5	.	103
CC(C)C(=O)N1CCN(c2ccccc2NC(=O)c2cccc(Cl)c2)CC1	18	112	108	111	2	108	121*[activator]	34	0.8	12	116
O=S(=O)(c1ccc(F)cc1)n1ccc(-c2cccc(OCc3ccc(Cl)cc3Cl)c2)n1	29	?	?	?	-1	?	?	15	-0.1	-21	?
CC1Cn2c(nc3sc4c(c3c2=O)CCC4)N1CCO (stereo not given)	20	104	103	106	25	102	108	31	1.5	.	103
CCn1c(SCc2ccc(C(=O)OC)o2)nc2sc3c(c2c1=O)CCCC3	20	92	94	93	0	91	95	36	-0.1	.	92
OC(COCc1ccccc1)CN1CCc2ccccc2C1 (stereo not given)	10	100	101	100	2	99	101	3	1.5	-3	102

Exported bar-delimited: entries from further up.
smiles | GSH bead fluor | HRas wt GTP bind | Rab7 wt modul | Rab2 wt GTP | ABCG2 block | Rac1 mut GTP | Rac1 wt GTP bind | Avidin fluor | ABCB1 block | Pf gametocyte | Cdc42 wt
CC(C)C(=O)N1CCN(c2ccccc2NC(=O)c2cccc(Cl)c2)CC1 | 18 | 112 | 108 | 111 | 2 | 108 | 121*[activator] | 34 | 0.8 | 12 | 116
CCn1c(SCc2ccc(C(=O)OC)o2)nc2sc3c(c2c1=O)CCCC3 | 20 | 92 | 94 | 93 | 0 | 91 | 95 | 36 | -0.1 | . | 92
